DRD3 antagonist = blocks the human D3 dopamine receptor | P35462 | D3R cells, DiscoveRx beta-arrestin luminescence, antagonist mode; hits give low values | max response, negative = inhibition, % | hit rate 2.5% among 360,000 | AID 652054; in the data active = max response below about -50%; inconclusive = no clear call, values can overlap the other calls; note: % is set by controls: 0 for no effect and ±100 for the full control effect; mostly tested at two doses, the higher about 12 µM
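Cells plated overnight at 1500 cells/well, then exposed to library compounds with dopamine controls for 90 minutes at 37 degrees C. DiscoveRx reagent added for 30–60 minutes at room temperature; luminescence read, quantitative HTS format.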
aSyn rescue = inhibitors of alpha-synuclein toxicity in yeast | Yeast expressing alpha-synuclein, growth rescue, BacTiter-Glo, 24 h | Potency, µM (doses to about 46.1 µM), for the others: top-dose growth rescue (activation), most hits filed as activators | hit rate 0.14% among 370,000 | AID 652106; note: potency is the fitted concentration of half-maximal effect; % of control where 0% means no effect; nearly all actives have a fitted effect of over 65% in size
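Screening used galactose-induced yeast with toxic alpha-synuclein levels, exposed to compound for 24 hr at 30 deg C. Cell growth, read with BacTiter-Glo luminescence, gave the measured signal.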
GLP1R ag = activates the human GLP-1 receptor | P43220 | HEK293 GLP-1R CRE-luciferase, luminescence, 4-6 h; cells express a hypersensitive GLP-1R form | Potency, µM (titrated, usually from 45.6 µM), for the others: at the top dose activation, usual class: activators | hit rate 0.007% among 380,000 | AID 624172; note: potency is the fitted concentration of half-maximal effect; % of control where 0% means no effect
KB-V1 MDR tox = kills drug-selected multidrug resistant KB-V1 cells | KB-V1 MDR cells viability, CellTiter-Glo, 72 h | Potency, µM (series often up to 46.1 µM), for inactives: at the highest dose activity change, negative = cytotoxicity, hits mostly cytotoxic | AID 1347076 | hit rate 3.4% among 400,000; note: potency is the fitted concentration of half-maximal effect; % is set by controls: 0 for no effect and ±100 for the full control effect; nearly all actives have a fitted effect of over 60% in size
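KB-V1, DMEM (no phenol red) + 10% FBS; cpd pin-transferred, titration series; 72 h, 37 degrees C; CellTiter-Glo, luminescence. Data normalized, curve-fit.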
PTHR1 agonist = activates the human parathyroid hormone receptor PTHR1; Q03431; HEK293 GP2 PTHR1 cells, GloSensor cAMP luminescence, 1 h; hit rate 0.075% among 410,000; Potency, µM (titrated, usually from 115 µM), for inactives: at the highest dose activation, usual class: activators; AID 743266; note: potency is the fitted concentration of half-maximal effect; nearly all actives have a fitted effect of over 55% in size; some results filed as inactive show a strong effect at the top dose; inactives centre near -15; many of its hits are not listed in these tables
Target sequence (Q03431 whole entry, looked up): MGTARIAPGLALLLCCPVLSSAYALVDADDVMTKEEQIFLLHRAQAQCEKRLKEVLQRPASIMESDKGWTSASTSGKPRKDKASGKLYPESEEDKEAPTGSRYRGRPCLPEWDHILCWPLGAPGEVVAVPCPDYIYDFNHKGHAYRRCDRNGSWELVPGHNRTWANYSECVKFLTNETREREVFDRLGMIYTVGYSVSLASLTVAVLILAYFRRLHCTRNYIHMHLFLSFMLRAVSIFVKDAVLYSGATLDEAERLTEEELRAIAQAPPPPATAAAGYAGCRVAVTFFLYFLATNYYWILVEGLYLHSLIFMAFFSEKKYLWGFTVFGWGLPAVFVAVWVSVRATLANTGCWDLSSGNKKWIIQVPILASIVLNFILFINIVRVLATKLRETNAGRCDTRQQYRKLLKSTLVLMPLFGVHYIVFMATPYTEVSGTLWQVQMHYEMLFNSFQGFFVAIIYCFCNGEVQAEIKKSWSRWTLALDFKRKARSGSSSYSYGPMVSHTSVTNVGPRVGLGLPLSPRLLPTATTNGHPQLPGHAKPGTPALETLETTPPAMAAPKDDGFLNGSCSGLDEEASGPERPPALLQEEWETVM
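HEK-293-derived GP2 cells expressing PTHR1 and a GloSensor cAMP reporter, 3,000/well, plated overnight, given luciferin plus IBMX (each 0.5 mM as added) for 1 h at 37 °C, then compound for 1 h at 37 °C. Luminescence was read after 15 min at room temperature.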
GLP1R inv ag = acts as inverse agonist at human GLP-1 receptor. HEK293 GLP-1R CRE-luciferase, luminescence, 24 h; GLP-1R form is constitutively active. Potency, µM (doses to about 38.3 µM), for the others: at the highest dose activity change, negative = inhibition, most hits filed as inhibitors. hit rate 1.6% among 410,000; note: potency is the fitted concentration of half-maximal effect; % is set by controls: 0 for no effect and ±100 for the full control effect; nearly all actives have a fitted effect of over 55% in size
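Stable HEK293 clone (constitutively active GLP-1R + cAMP-response luciferase); 200 cells/uL plated, 12 h pre-culture, compound 24 hr, 37 deg C/5% CO2; detection reagent 12 min RT; luminescence.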
D3 ag = activates the human D3 dopamine receptor; P35462; D3R DiscoveRx beta-arrestin cells, luminescence, 90 min; max activation, %; hit rate 0.58% among 410,000; AID 652048; in the data active = max activation above about 30%; note: 0% is about no effect; mostly tested at two doses, the higher about 12 µM
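Cells at 1500/well, incubated overnight, then treated with pinned compounds (dopamine as control) for 90 min at 37 degrees C. DiscoveRx reagent added for 30 - 60 minutes at room temperature; luminescence read.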
GLP1R cytotox = cytotoxic in the GLP-1 receptor inverse agonist counter-screen; hit rate 0.13% among 410,000; HEK293 cAMP-luciferase reporter cells, luminescence, 24 h; Potency, µM (top dose mostly 38.3 µM), for the others: at the top dose activity change, negative = inhibition, hits mostly inhibitors;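 note: loss of luciferase light is scored as toxicity; potency is the fitted concentration of half-maximal effect; % is set by controls: 0 for no effect and ±100 for the full control effect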
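MLSMR compounds, 24 hr on cells at 37 deg C/5% CO2; luminescence after luciferase reagent (12 min RT). Inhibition counted as the undesired cytotoxic outcome.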
TDP43 rescue = rescues yeast growth from TDP-43 toxicity. Potency, µM (top dose mostly 46.1 µM), inactives show at the highest dose growth rescue (activation), actives largely listed as activators. TDP-43 expressing yeast growth rescue, BacTiter-Glo, 24 h. AID 652104. hit rate 1.8% among 410,000; note: potency is the fitted concentration of half-maximal effect; % of control where 0% means no effect; nearly all actives have a fitted effect of over 50% in size
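Yeast cells expressing TDP-43 under galactose induction are exposed to compounds for 24 hr at 30 deg C. BacTiter-Glo luminescence measures growth, so protective compounds score as activators.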
Active calls of the source: *; i = inactive; ? = inconclusive; . = not tested or not shown; [ ] = another dose, or the depositor's remark. Unless noted, calls come from the whole dose curve; as a rule, active = well fitted curve in the direction sought with a large enough effect; inconclusive = small, poorly fitted or top-dose-only effect, or another doubt; inactive = no such curve, though single readings can be large; an effect the other way counts as inactive or inconclusive. An excerpt; count on the stated rates, not on these rows.

entry	Structure	DRD3 antagonist	aSyn rescue	GLP1R ag	KB-V1 MDR tox	PTHR1 agonist	GLP1R inv ag	D3 ag	GLP1R cytotox	TDP43 rescue
1	O=C(CNC(=O)c1cccnc1)N=Nc1c(O)[nH]c2c(Br)cc(Br)cc12	-5	1%	-1%	10%	i	7%	-6	2%	10%
2	COc1ccc(C)cc1NC(=O)c1oc2ccc(S(=O)(=O)N3CCC4(CC3)OCCO4)cc2c1C	.	.	.	.	i	10%	4	1%	17%
3	CCOC(=O)c1c(C)oc2ncnc(N3CCN(c4ccccc4OC)CC3)c12	.	.	.	-23%	-1%	3%	8	4%	?
4	COc1ccc(S(=O)(=O)N(Cc2cc3ccc(OC)cc3[nH]c2=O)CC2COCCO2)cc1 (stereo not given)	-3	-4%	11%	-5%	-24%[57.5 µM]	0%	-20	-19%	18%
5	CCOC(=O)C(=O)c1c(C)cc2ccccn12	-1	2%	0%	-2%	-14%	6%	1	-11%	9%
6	c1ccc(CSc2ncnc3sccc23)cc1	9	1%	23%	-12%	-1%	-11%	8	24%	17%
7	O=C(CN1CCC(Cc2ccccc2)CC1)N1CCc2ccccc2C1	?	-4%	0%	-22%	-9%	?	-15	-2%	14%
8	COc1ccc(C2=CC(=O)C[C@H](c3ccc(Cl)cc3)C2)cc1	0	2%	-1%	0%	i	?	0	11%	?
9	Cn1c(N2CCOCC2)nc(-c2ccccc2)c1-c1ccccc1	-18	3%	5%	-21%	-31%[inhibitor]	-1%	-5	-4%	-16%
10	Cn1c2ccccc2c2c(C(=O)N3CCN(c4ccc(F)cc4)CC3)cn(C3CCCCC3)c(=O)c21	.	.	.	-1%	-8%	?	6	-19%	20%
11	O=S(=O)(c1cc(Cl)ccc1Cl)N1CCCCC1	?	10%	-2%	-1%	-30%	?	-1	0%	16µM*
12	CCc1ccc(N2CC(C)Cn3c2nc2c3c(=O)n(CCN3CCOCC3)c(=O)n2C)cc1 (stereo not given)	7	1%	-12%	-6%	-10%[57.5 µM]	?	4	-1%	-6%

The final 2 entries of the part above lead into the next.
entry	Structure	DRD3 antagonist	aSyn rescue	GLP1R ag	KB-V1 MDR tox	PTHR1 agonist	GLP1R inv ag	D3 ag	GLP1R cytotox	TDP43 rescue
11	O=S(=O)(c1cc(Cl)ccc1Cl)N1CCCCC1	?	10%	-2%	-1%	-30%	?	-1	0%	16µM*
12	CCc1ccc(N2CC(C)Cn3c2nc2c3c(=O)n(CCN3CCOCC3)c(=O)n2C)cc1 (stereo not given)	7	1%	-12%	-6%	-10%[57.5 µM]	?	4	-1%	-6%
13	Cc1cc(C)nc(N2CCC(C(=O)Nc3nnc(C)s3)CC2)n1	16	4%	1%	-1%	i	0%	1	0%	3%
14	COc1ccc(C2C(=O)c3ccccc3C2=O)c(OC)c1	7	0%	-2%	4%	-30%	0%	0	-14%	-1%
15	COC(=O)c1ccc(CSc2nc3scc(-c4cccs4)c3c(=O)[nH]2)o1	1	-1%	0%	10%	i	6%	-3	2%	13%
16	O=S(=O)(c1ccccc1)N1CCC(Oc2ccc(-n3cnnn3)cc2)CC1	-9	6%	18%	?	-20%	?	8	1%	?
17	COc1ccc(N(CC(=O)Nc2ccc(Cl)cc2)S(=O)(=O)c2c(C)n[nH]c2C)cc1	-9	2%	-4%	19%	-3%	?	-8	21%	7%
18	CC(C)Sc1cc(Cl)nc(NC(=O)Nc2ccccc2)n1	-25	-9%	-3%	4%	i	19%	-2	3%	-21%
19	CCNC(=O)c1cc2n(n1)CCCN(Cc1ccc(C)cc1)C2=O	.	.	.	-16%	i	15%	-17	3%	-4%
20	Cc1ccccc1S(=O)(=O)Cc1ccc(C(=O)NCCN2CCN(Cc3ccccc3)CC2)o1	-51*	3%	5%	-5%	i	-20%	-5	-19%	-3%
21	NC(N)=NS(=O)(=O)c1ccc(NC(=S)NC(=O)c2sc3ccccc3c2Cl)cc1	-13	0%	-2%	-3%	-2%	20%	6	-2%	2%
22	COC(=O)C(=Cc1ccccc1[N+](=O)[O-])C(=O)OC	-58*	0%	-4%	-1%	-94%[inhibitor]	10µM*	-6	?	16µM*
23	Cc1c(NC(=O)CSc2nnc(-c3ccccc3F)o2)c(=O)n(-c2ccccc2)n1C	-20	-5%	-3%	0%	-19%	9%	-5	3%	-11%
24	CN(C)CCCN(C(=O)c1ccc2c(c1)OCCO2)c1nc2ccccc2s1	.	.	.	.	-21%	-4%	-28	?	10%
25	CSc1ccc(S(=O)(=O)NCC(=O)OCC(=O)N(C)C2CCCCC2)cc1[N+](=O)[O-]	13	-3%	8%	15%	-27%	-8%	1	0%	-14%
26	COCOc1ccc(-c2ncc(OC)nc2NC(=O)c2cc(C)oc2C)cc1	-22	3%	13%	5%	5%	12%	-8	1%	-18%
27	CCc1nnc(NC(=O)c2cc(C)nc3ccccc23)s1	5	0%	-2%	-20%	i	6%	8	4%	16%

Compound profiles (already shown). Screens in order: DRD3 antagonist	aSyn rescue	GLP1R ag	KB-V1 MDR tox	PTHR1 agonist	GLP1R inv ag	D3 ag	GLP1R cytotox	TDP43 rescue
Listed for COCOc1ccc(-c2ncc(OC)nc2NC(=O)c2cc(C)oc2C)cc1 : -22	3%	13%	5%	5%	12%	-8	1%	-18%
Listed for COc1ccc(N(CC(=O)Nc2ccc(Cl)cc2)S(=O)(=O)c2c(C)n[nH]c2C)cc1 : -9	2%	-4%	19%	-3%	?	-8	21%	7%
Listed for COC(=O)C(=Cc1ccccc1[N+](=O)[O-])C(=O)OC : -58*	0%	-4%	-1%	-94%[inhibitor]	10µM*	-6	?	16µM*
Listed for O=S(=O)(c1ccccc1)N1CCC(Oc2ccc(-n3cnnn3)cc2)CC1 : -9	6%	18%	?	-20%	?	8	1%	?
Listed for CC(C)Sc1cc(Cl)nc(NC(=O)Nc2ccccc2)n1 : -25	-9%	-3%	4%	i	19%	-2	3%	-21%
